Assay outcomes: PubChem BioAssay, National Center for Advancing Translational Sciences (NCATS)
Pin1 inh: blocks the human prolyl isomerase Pin1; Q13526; Pin1 FP peptide displacement, HiFluor488, 10 min; Potency, µM (doses to about 115 µM), without a hit: at the highest dose activity, negative = inhibition, hits mostly inhibitors; 390,000 tested, 0.009% active; AID 504891; active = well fitted inhibition curve with a large enough effect in the polarisation, with a control signal flat, not every such curve was filed as active; inconclusive = small, poorly fitted or top-dose-only effect, or effect the other way, or a change in a side signal; inactive = no such curve, though single readings can be large or run the other way; the % refers to the polarisation
Target sequence (Q13526 whole entry, looked up): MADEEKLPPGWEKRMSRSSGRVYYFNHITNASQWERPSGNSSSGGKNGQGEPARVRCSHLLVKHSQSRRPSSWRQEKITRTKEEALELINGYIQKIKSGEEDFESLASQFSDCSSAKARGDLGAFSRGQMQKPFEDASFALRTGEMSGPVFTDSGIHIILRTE
rTrxR1 inhibitor: inhibitors of rat thioredoxin reductase 1; Potency, µM (top dose mostly 114 µM), without a hit: at the top dose activity change, negative = inhibition, actives largely listed as inhibitors; 390,000 tested, 1% active; recombinant rTrxR1, NADPH fluorescence consumption, selenite substrate; also: nearly all actives have a fitted effect of over 65% in size
Target sequence (O89049 whole entry, looked up): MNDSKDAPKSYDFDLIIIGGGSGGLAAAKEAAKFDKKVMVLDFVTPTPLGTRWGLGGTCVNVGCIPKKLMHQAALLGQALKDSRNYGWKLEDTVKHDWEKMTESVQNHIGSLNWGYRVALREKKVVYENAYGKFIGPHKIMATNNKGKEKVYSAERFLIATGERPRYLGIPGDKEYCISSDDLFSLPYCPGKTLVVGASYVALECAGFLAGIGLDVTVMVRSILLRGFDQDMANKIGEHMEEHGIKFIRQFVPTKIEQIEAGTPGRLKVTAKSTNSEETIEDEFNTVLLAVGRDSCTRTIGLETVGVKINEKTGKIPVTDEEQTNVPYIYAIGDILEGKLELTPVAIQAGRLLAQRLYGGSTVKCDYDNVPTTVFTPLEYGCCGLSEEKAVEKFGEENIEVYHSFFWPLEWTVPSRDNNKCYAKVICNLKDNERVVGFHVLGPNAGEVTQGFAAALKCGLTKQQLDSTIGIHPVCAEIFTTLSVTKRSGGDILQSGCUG
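Rat TrxR1 (90 nM in the dispensed reagent) was pre-reduced with 400 uM NADPH for 5 min at room temperature, then incubated with compound for 15 min. After 400 uM selenite was added, NADPH fluorescence (Ex 340/Em 450 nm) was followed for 8 min.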
TrxR1 substrate: is turned over as a substrate by rat TrxR1; 390,000 tested, 0.01% active; O89049; AID 588456; purified TrxR1 substrate turnover, NADPH consumption readout; Potency, µM (titrated, usually from 114 µM), inactives show top-dose activity change, negative = substrate turnover; also: nearly all actives have a fitted effect of over 50% in size
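Rat TrxR1, dispensed at 90 nM, was prereduced with 400 uM NADPH (final) for 5 min at ~22 deg C, then incubated with compound 15 min before 400 uM selenite. A first-read NADPH fluorescence drop versus no-compound background flagged substrates.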
GLS inh: blocks human kidney-isoform glutaminase activity; O94925; GLS enzymatic activity, qHTS titration; Potency, µM (series often up to 45.5 µM), without a hit: top-dose activity change, negative = inhibition, actives largely listed as inhibitors; 410,000 tested, 0.21% active
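hKGA in 45 mM KH2PO4 (pH 8.2), 0.02% Tween-20 with compound, then 1mM L-Glutamine (stock as added) plus glutamate oxidase/HRP/Amplex red coupling mix. Fluorescence read initially and after 30 min at RT; signal change reflects glutamate formation.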
Active calls of the source: *; ? = inconclusive; . = not tested or not shown; [ ] = another dose, or the depositor's remark. Unless noted, calls follow the shape of the dose curve; as a rule, active = well fitted curve in the direction sought with a large enough effect; inconclusive = small, poorly fitted or top-dose-only effect, or another doubt; inactive = no such curve, though single readings can be large; an effect the other way counts as inactive or inconclusive. % is scaled to controls: 0 for no effect and ±100 for the full control effect; potency is read from the fitted curve at half-maximal effect. This is a subset; rates above refer to the full screens.

cpd	SMILES	Pin1 inh	rTrxR1 inhibitor	TrxR1 substrate	GLS inh
1	Cc1nnc(C(C)C)n1C1C[C@H]2CC[C@@H](C1)N2CC[C@H](NC(=O)C1CCC(F)(F)CC1)c1ccccc1 (stereo partly specified)	.	.	.	0%
2	C[C@@H]1C[C@H](OC(=O)[C@@H](O)c2ccccc2)CC(C)(C)N1C	.	.	.	-6%[20 µM]
3	CC(=O)O[C@]1(C(=O)CO)[C@@H](C)C[C@H]2[C@@H]3CCC4=CC(=O)C=C[C@]4(C)[C@@]3(F)[C@@H](O)C[C@]21C	.	.	.	1%
4	COc1ccc(C2(C#N)CCC(C(=O)O)CC2)cc1OC1CCCC1 (stereo unspecified)	.	.	.	86%[activator]
5	C[C@H]1C[C@@H]2[C@@H]([C@@H](O)C[C@@]3(C)[C@H]2CC[C@]3(O)C(=O)CO)[C@@]2(C)C=CC(=O)C=C12	.	.	.	-5%[20 µM]
6	Cc1cccc(CN2CCN([C@@H](c3ccccc3)c3ccc(Cl)cc3)CC2)c1	.	.	.	-4%[20 µM]
7	Cc1nc(CN(C)c2ncnc3ccc(-c4ccc5c(c4)OCO5)cc23)cs1	?	.	.	10%
8	COc1ccc(CN2CC[C@H]3C=CC[C@@H](C(=O)NC4CCCCC4)[C@H]3C2=O)cc1OC	.	-12%	-5%	.

Gathered by group, the compounds so far with four or more nitrogen atoms (2)
cpd	SMILES	Pin1 inh	rTrxR1 inhibitor	TrxR1 substrate	GLS inh
1	Cc1nnc(C(C)C)n1C1C[C@H]2CC[C@@H](C1)N2CC[C@H](NC(=O)C1CCC(F)(F)CC1)c1ccccc1 (stereo partly specified)	.	.	.	0%
7	Cc1nc(CN(C)c2ncnc3ccc(-c4ccc5c(c4)OCO5)cc23)cs1	?	.	.	10%

Continued.
cpd	SMILES	Pin1 inh	rTrxR1 inhibitor	TrxR1 substrate	GLS inh
9	CCCNc1nc(Nc2ccc([N+](=O)[O-])cc2)nc(N2CCOCC2)n1	.	37%[0.0914 µM]	-3%	.
10	O=C(C[n+]1ccccc1Br)c1ccc(F)cc1	.	-21%	-2%[0.0914 µM]	.
11	O=c1cc(/C=C/c2ccc([N+](=O)[O-])cc2)c2ccccc2[nH]1	.	19%	-5%	.
12	Cc1cccc2c(/C=C/c3ccc(N(C)C)cc3)ccnc12	.	22%	1%	.
13	CC/C(=C/c1ccccc1OC)c1cc(-c2ccccc2)cc2oc3ccccc3c12	.	86%[activator]	77%[activator]	.
14	Cn1c(SCC(=O)NCc2ccco2)nnc1-c1ccc(NC(=O)c2ccccc2)cc1	.	1%	6%	.
15	CC(C)(C)n1ncc2c(=O)n(Cc3cccc(C(F)(F)F)c3)cnc21	.	4%	-11%	.
16	c1ccc(-c2csc3ncnc(Sc4nnnn4-c4ccccc4)c23)cc1	.	7%	21%	.

5 entries from above, with one line to a screen.
10	O=C(C[n+]1ccccc1Br)c1ccc(F)cc1
11	O=c1cc(/C=C/c2ccc([N+](=O)[O-])cc2)c2ccccc2[nH]1
12	Cc1cccc2c(/C=C/c3ccc(N(C)C)cc3)ccnc12
13	CC/C(=C/c1ccccc1OC)c1cc(-c2ccccc2)cc2oc3ccccc3c12
14	Cn1c(SCC(=O)NCc2ccco2)nnc1-c1ccc(NC(=O)c2ccccc2)cc1

Screen / compound no.,10,11,12,13,14
Pin1 inh,.,.,.,.,.
rTrxR1 inhibitor,-21%,19%,22%,86%[activator],1%
TrxR1 substrate,-2%[0.0914 µM],-5%,1%,77%[activator],6%
GLS inh,.,.,.,.,.

Next section:
cpd	SMILES	Pin1 inh	rTrxR1 inhibitor	TrxR1 substrate	GLS inh
17	COC(=O)C1=C(C)NC(C)=C([N+](=O)[O-])[C@H]1c1ccccc1C(F)(F)F	.	-7%	-8%	.
18	COc1ccc(OC)c(/C=C/c2c3ccccc3cc[n+]2C)c1	.	-15%	-13%	.
19	C=C1C=C(C(F)F)n2ncc(C(=O)NCc3ccc(Cl)cc3Cl)c2N1	.	13%	15%	.
20	CN(C)CCNc1nccc(N2CCN(C)CC2)n1	.	12%	0%	.
21	C=C1[C@@H](O)CN(Cc2ccc(OC)cc2)S1(=O)=O	.	?	10%	.
22	O=C1c2ccccc2C(=O)c2cc(Cn3cc(-c4cccc(C(F)(F)F)c4)nn3)ccc21	.	19%	0%	.
23	CN(C)CCCCCCNc1nccc(N2CCN(C)CC2)n1	.	-5%	4%	.
24	CCn1c(SCC(=O)NCc2ccco2)nnc1-c1ccc(N(C)C)cc1	.	-9%	-2%	.
25	Cc1nc(Sc2nnnn2C2CC2)c2c(-c3ccccc3)csc2n1	.	-6%	3%	.
26	O=C(COc1ccccc1C(=O)Nc1ccccc1)Nc1ccccc1Br	.	1%	-6%	.
27	CCCCCCCCCCCCOC(=O)N1CCN(/[N+]([O-])=N/Oc2ccc([N+](=O)[O-])cc2[N+](C)=O)CC1	.	50µM*	-7%[0.457 µM]	.
28	O=C(C[n+]1ccncc1)c1cccc2ccccc12	.	-1%	-1%	.
29	O=C(Cc1ccc(OCc2ccccn2)cc1)NO	.	3%	-2%	.
30	CC(Sc1nnc(-c2ccccc2)n1C)C(=O)NCc1ccco1 (stereo unspecified)	.	-23%	5%	.
31	Cc1cc(Cl)nc2nc(Cl)ccc12	.	-7%[0.0914 µM]	-3%	.
32	O=C(Nc1cccnc1Cl)c1cnn2c1NC(=C1CC1)C=C2C(F)F	.	0%	3%	.
33	O=C(O[C@H]1[C@H](Cc2ccccc2)NS(=O)(=O)[C@H]2C[C@@H]3C=C[C@]12O3)c1ccccc1Br	.	8%	2%	.
34	C[C@@H]1[C@H](c2ccccc2)OCCS(=O)(=O)N1Cc1ccccc1Br	.	28%	1%	.
35	CC(C)(C)c1ccc(NC(=O)COC(=O)c2ccccc2OCC(=O)Nc2ccc(Br)cc2)cc1	.	1%	-10%	.
36	O=C(COc1ccccc1C(=O)Nc1ccccc1)Nc1ccc(-c2ccccc2)cc1	.	20%	9%	.
37	Cc1cccc(CN2Cc3cccc4c3[C@H](C=CC4)CC2=S)c1	.	-7%	0%	.
38	CC1=Nc2ccccc2/C1=C(/C)c1c(C)[nH]c2ccccc12	.	1%	-3%	.
39	Cn1c(SCC(=O)NCc2ccco2)nnc1-c1cccc(NC(=O)c2ccccc2)c1	.	-4%	-4%	.
40	CN(C)c1ccc(/C=C/c2cc[n+]([O-])c3ccccc23)cc1	.	-12%[0.0914 µM]	-3%	.
41	CN(C)c1ccc(/C=C/c2cccc3cc4ccccc4nc23)cc1	.	?	-5%	.
42	CN(C(=O)COc1ccccc1C(=O)Nc1ccccc1)c1ccccc1	.	7%	-4%	.
43	OC(Cc1ccc2ccccc2n1)c1ccc(Cl)c(Cl)c1 (stereo unspecified)	.	25%[0.0914 µM]	8%	.
44	CN(C)c1ccc(/C=C/c2nc3ccccc3o2)cc1	.	-13%	4%	.
45	O=C(COc1ccccc1C(=O)OCC(=O)N1CCOCC1)Nc1ccc(Br)cc1	.	23%	4%	.
46	COc1cc(OC)c(/C=C/c2ccnc3ccccc23)c(OC)c1	.	-1%	-1%	.
47	O=CC(=O)c1ccc(F)cc1	.	15%	5%	.
48	CN(C)c1ccc(/C=C/C=C2/C=Cc3ccccc32)cc1	.	-34%	-7%	.
49	Clc1cccc(CNc2ncnc3nc[nH]c23)c1	.	21%	1%	.
50	O=C(CBr)c1ccc(Oc2ccc(C(=O)C[n+]3cccc(Br)c3)cc2)cc1	.	-8%	4%	.
51	CNc1c(Cl)cc(/C=C2\C=Cc3ccccc32)cc1Cl	.	-15%	-11%	.
52	CCCN(C)CCCOc1cc2nc(N3CCCN(C)CC3)nc(NC3CCN(C)CC3)c2cc1OC	.	-25%	74%[activator]	.
53	CCc1cnc2ccccc2c1/C=C/c1ccc(N(C)C)cc1	.	-13%	-7%	.
54	CN(C)c1ccc(/C=C/c2cccc3ccccc23)cc1	.	9%	26%	.
55	O=C(C[N+]1(c2ccccc2)CCOCC1)c1ccccc1	.	-7%	4%	.
56	CN(C)c1ccc(/C=C2\c3ccccc3-c3ccc(N(C)C)cc32)cc1	.	10%	2%	.
57	O=C(O)CCc1cccc2ccccc12	.	-33%	4%	.
58	Cc1ccc(CN2CCOCCS2(=O)=O)cc1	.	-1%	-3%	.
59	Cc1cccc(Cn2cnc3c(cnn3C(C)(C)C)c2=O)c1	.	1%	-9%	.
60	Brc1ccc[n+](CCC2CCCCC2)c1	.	-8%	-3%	.
61	Cc1ccc(-c2nc3cc(Cl)ccc3o2)cc1NC(=O)COc1ccccc1C	.	4%	1%	.
62	CCC(=O)Nc1ccc(-c2nnc(SCc3ccccc3)n2C)cc1	.	31%	11%	.
63	Cc1ccc2ncc(C)c(C)c2c1	.	21%	6%	.
64	Clc1ccc2c(ccc[n+]2CCc2ccccc2)c1	.	18%	7%[0.0914 µM]	.
65	O/N=C(/C[n+]1csc2ccccc21)c1ccccc1	.	21%	-8%	.
66	C=C1C=C(C(F)F)n2ncc(C(=O)N3CCN(c4ccccn4)CC3)c2N1	.	-20%	-11%	.
67	CCN(CC)/[N+]([O-])=N/OCOC(=O)C(C)c1ccc(CC(C)C)cc1 (stereo unspecified)	.	12%	-1%	.
68	COc1ccc2c(c1)C=C/C2=C/c1ccc(N(C)C)cc1	.	-16%	-12%	.
69	Cc1ccc(CSc2nnc(-c3ccc(NC(=O)CCc4ccccc4)cc3)n2C)cc1	.	-5%	-7%	.
70	CN(C)c1ccc(N=Cc2ccncc2)cc1	.	?	4%[0.0914 µM]	.
71	N[C@@H](Cc1ccc(O)cc1)C(=O)NO	.	16%	15%	.
72	O=C(C[n+]1ccnc2ccccc21)c1ccc(Br)cc1	.	8%	8%	.

Additional entries
cpd	SMILES	Pin1 inh	rTrxR1 inhibitor	TrxR1 substrate	GLS inh
73	COc1ccc2[nH]c(CCc3nc4c(OC)c(OC)ccc4[nH]3)nc2c1OC	.	-106%	853%[activator]	.
74	COc1cc(N(C)C)c(OC)cc1/C=C1\C=Cc2ccccc21	.	-16%	-5%	.
75	O=C(C[n+]1csc2ccccc21)c1ccc(O)c(O)c1	.	33%	0%	.
76	O=c1[nH]/c(=C\c2ccc([N+](=O)[O-])cc2)c(=O)[nH]/c1=C\c1ccc([N+](=O)[O-])cc1	.	-4%	3%[0.0914 µM]	.
77	CCOC(=O)c1cc(C#N)c(SC(C(=O)N2CCCCC2)c2ccccc2)nc1C (stereo unspecified)	.	?	-7%	.
78	CCN(CC)CCN(C)c1ccc(/C=C/c2ccnc3ccccc23)cc1	.	-4%	-3%	.
79	CCc1cc[n+](CC(=O)c2ccc(F)cc2)cc1C(=O)O	.	4%	5%	.
80	Cc1cc[n+](CC(=O)c2ccc(F)cc2)c2ccccc12	.	0%	8%	.
81	O=C1CN(CCN2CC(=O)NC(=O)C2)CC(=O)N1	.	14%	6%	.
82	CC(C)(C)c1ccc(O)c(N=Cc2cccc([N+](=O)[O-])c2)c1	.	-5%	3%	.
83	Cc1ncnc2nc[nH]c12	.	23%	6%	.
84	O=C(COC(=O)c1ccccc1OCCOc1ccccc1)Nc1ccc(Br)cc1	.	8%	3%	.
85	C=CC[n+]1ccnc2ccccc21	.	-17%	7%[0.0914 µM]	.
86	CN(C)CCCCCCNc1cc(N2CCN(C)CC2)ncn1	.	-1%	3%	.
87	COc1cc2nc(N3CCCCC3)nc(NC3CC3)c2cc1OC	.	-4%	82%[activator]	.
88	Cc1cnc2ccccc2c1/C=C/c1ccc(N(C)C)cc1	.	11%	-1%	.
89	CN(C)/[N+]([O-])=N/Oc1ccc([N+](=O)[O-])cn1	.	2%	-1%	.
90	O=C1[C@H](Cc2ccccc2)NC/C=C\C[C@@H](c2ccco2)N1Cc1ccccc1	.	12%	3%	.
91	COc1ccc(CC(=O)NO)cc1	.	9%	4%	.
92	CN(C)CCNc1cc(N2CCN(C)CC2)ncn1	.	4%	-2%	.
93	Cc1ccccc1N=C1Nc2ccc(Cl)cc2N[C@]12C[C@H]1CCCC(=O)N3CC[C@@H](C2)[C@@H]13	.	9%	3%	.
94	COCc1cc(O)c(O)c(O)c1-c1c(COC)cc(O)c(O)c1O	.	14µM*	-9%	.
95	CNc1cc[n+](C)c2ccccc12	.	-9%	-3%	.
96	CC(=O)ON(C(C)=O)c1ccc(/C=C2\C=Cc3ccccc32)cc1	.	-8%	0%	.
97	CCCCCCC[n+]1ccc(/C=C/c2c(C)[nH]c3ccccc23)c2ccccc21	.	-8%	3%	.
